# Screens (PubChem)
# USP2a inhib = qHTS Assay for Inhibitors of Ubiquitin-specific Protease USP2a. Ubiquitin carboxyl-terminal hydrolase 2 (Homo sapiens), O75604. USP2a enzymatic assay, qHTS inhibition. Potency, µM (series often up to 38.3 µM), for inactives: top-dose activity change, negative = inhibition, hits mostly inhibitors. hit rate 0.1% among 60,000. AID 927, 2007;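 also: potency is read from the fitted curve at half-maximal effect; nearly all actives have a fitted effect of over 60% in size; plate controls were DMSO for no effect and NEM full inhibition control for full effect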
#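 USP2 core (20 nM final) was preincubated with compound for 30 min at RT in 20 mM Tris-HCl pH 8.0, 2 mM CaCl2, 2 mM beta-mercaptoethanol; Ub-PLA2 (20 nM) plus NBD C6-HPC (20 uM) then added, fluorescence read after 2.5 h.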
# HEK293 cAMP cs = qHTS Assay for Agonists of the Thyroid Stimulating Hormone Receptor: Activators of Intracellular cAMP Concentrations in Parental HEK 293; hit rate 2.5% among 73,000; parental HEK293 CNG cAMP sensor, membrane potential fluorescence; Potency, µM (titrated, usually from 57.1 µM), inactives show top-dose activation, hits mostly activators; also: potency is read from the fitted curve at half-maximal effect; % of control where 0% means no effect; nearly all actives have a fitted effect of over 55% in size
#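 Parental HEK 293 cells stably expressing a cAMP-gated CNG channel were loaded with membrane potential dye containing 100 uM RO 20-1724 for 60 min. Compound added for 30 min; depolarization read as fluorescence intensity at 590 nm.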
# TexasRed autofl = qHTS Assay for Spectroscopic Profiling in Texas Red Spectral Region | Compound fluorescence, Texas Red channel, 547/618 nm; stronger effect = higher value | max dye-equivalent concentration, M | hit rate 0.06% among 59,000 | AID 587, 2007; in the data active = max dye-equivalent concentration above about 10 nM; inconclusive = between about 1.1 nM and that limit
#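 Texas Red-region profiling: compounds in 100 mM Tris pH 8.0 were read at 547/618 nm after 15 min at room temperature. Intensities were normalized against a six-point Texas Red standard series to give dye-equivalent concentration.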
# FLuc inh = qHTS Assay for Inhibitors of Firefly Luciferase | Potency, µM (top dose mostly 57.1 µM), for inactives: top-dose activity change, negative = inhibition, most hits filed as inhibitors | purified firefly luciferase, luminescence, 8 min | hit rate 2.2% among 72,000 | AID 411, 2009; also: potency is read from the fitted curve at half-maximal effect; % is scaled to controls: 0 for no effect and ±100 for the full control effect; nearly all actives have a fitted effect of over 40% in size
# Target sequence (P08659 whole entry, looked up): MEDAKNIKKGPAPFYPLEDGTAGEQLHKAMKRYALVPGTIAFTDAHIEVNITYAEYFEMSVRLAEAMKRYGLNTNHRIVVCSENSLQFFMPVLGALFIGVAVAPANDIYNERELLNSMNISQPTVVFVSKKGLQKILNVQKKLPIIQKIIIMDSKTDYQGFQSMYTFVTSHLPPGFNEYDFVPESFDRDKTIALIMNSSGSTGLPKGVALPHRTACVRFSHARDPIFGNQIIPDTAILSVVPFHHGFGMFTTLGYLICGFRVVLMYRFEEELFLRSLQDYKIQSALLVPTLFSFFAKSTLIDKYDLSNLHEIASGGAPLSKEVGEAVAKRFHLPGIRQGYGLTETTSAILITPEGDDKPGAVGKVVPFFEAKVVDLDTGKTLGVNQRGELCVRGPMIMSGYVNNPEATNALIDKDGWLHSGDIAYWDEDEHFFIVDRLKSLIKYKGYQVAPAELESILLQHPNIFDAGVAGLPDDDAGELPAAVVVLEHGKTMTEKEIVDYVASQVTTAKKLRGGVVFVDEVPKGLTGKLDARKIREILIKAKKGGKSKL
#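 qHTS concentration-response profiling: light output of P. pyralis luciferase with luciferin and 10 uM ATP, imidazole buffer pH 7.2. Read by luminescence after 8-min room-temperature incubation.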
# Caspase-7 inhib = qHTS Assay for Allosteric/Competitive Inhibitors of Caspase-7; P55210; recombinant caspase-7, Ac-DEVD-AFC fluorescence rate; Potency, µM (doses to about 57.5 µM), for inactives: top-dose activity change, negative = inhibition, actives largely listed as inhibitors; hit rate 0.02% among 75,000; active = well fitted inhibition curve with a large enough effect in the main read-out, with a control signal flat, not every such curve was filed as active; inconclusive = small, poorly fitted or top-dose-only effect, or a change in a side signal; also: potency is read from the fitted curve at half-maximal effect; % of control where 0% means no effect
# Target sequence (P55210 24-198 limits assumed): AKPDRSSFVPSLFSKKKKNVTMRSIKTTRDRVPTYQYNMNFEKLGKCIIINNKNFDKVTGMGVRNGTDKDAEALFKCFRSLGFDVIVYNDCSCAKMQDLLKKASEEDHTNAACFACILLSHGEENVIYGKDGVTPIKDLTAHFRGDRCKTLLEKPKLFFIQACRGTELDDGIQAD
# Target sequence (P55210 207-303 limits assumed): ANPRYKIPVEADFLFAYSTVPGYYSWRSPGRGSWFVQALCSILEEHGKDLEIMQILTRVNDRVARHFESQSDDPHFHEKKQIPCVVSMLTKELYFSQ
# Caspase-1 inhib = qHTS Assay for Allosteric/Competitive Inhibitors of Caspase-1. P29466. Caspase-1 enzyme, Ac-WEHD-AFC fluorogenic rate. Potency, µM (highest dose often 57.5 µM), inactives show at the highest dose activity change, negative = inhibition, most hits filed as inhibitors. hit rate 0.03% among 75,000. AID 900, 2007;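 also: potency is read from the fitted curve at half-maximal effect; plate controls were vehicle for no effect and no substrate for full effect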
# HADH2 inh = qHTS Assay for Inhibitors of HADH2 (Hydroxyacyl-Coenzyme A Dehydrogenase, Type II); hit rate 3.4% among 73,000; Potency, µM (highest dose often 57.1 µM), for inactives: top-dose activity change, negative = inhibition, actives largely listed as inhibitors; 3-hydroxyacyl-CoA dehydrogenase type-2 (Homo sapiens), Q99714; recombinant HADH2, NADH fluorescence, beta-hydroxybutyryl-CoA; also: potency is read from the fitted curve at half-maximal effect; % is scaled to controls: 0 for no effect and ±100 for the full control effect; nearly all actives have a fitted effect of over 60% in size; many of its hits are not listed in these tables
# Target sequence (Q99714 whole entry, looked up, one chain of several): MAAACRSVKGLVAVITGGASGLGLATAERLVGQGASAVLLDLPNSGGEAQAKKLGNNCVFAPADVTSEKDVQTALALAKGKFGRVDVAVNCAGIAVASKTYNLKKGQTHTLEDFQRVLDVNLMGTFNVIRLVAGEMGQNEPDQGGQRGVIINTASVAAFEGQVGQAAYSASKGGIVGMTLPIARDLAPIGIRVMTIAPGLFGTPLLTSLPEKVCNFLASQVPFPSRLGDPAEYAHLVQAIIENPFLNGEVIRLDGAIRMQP
#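 Activity measured as NADH fluorescence gain (360/450 nm), taken as the change between first and last reads of a 4-min kinetic run. Conditions: pH 9.0 Tris buffer, 20 nM E. coli-expressed His-tagged enzyme, 1 mM NAD+, 90 uM beta-hydroxybutyryl-CoA; 15-min compound preincubation.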
# Rhodamine fluor = qHTS Assay for Spectroscopic Profiling in Rhodamine Spectral Region. AID 594, 2007. hit rate 0.05% among 59,000. Rhodamine-region fluorescence, 547/598 nm, Tris buffer; stronger effect = higher value. max dye-equivalent concentration, M; in the data active = max dye-equivalent concentration above about 11 nM; inconclusive = between about 1.1 nM and that limit
#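 qHTS spectral profiling of compounds without any target or enzyme present, in pH 8.0 Tris buffer; plates were read after a 15-minute room-temperature incubation using the rhodamine-region filter set.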
# Tau fil binding = qHTS Assay for Tau Filament Binding. Microtubule-associated protein tau (Homo sapiens), P10636. recombinant tau filaments, thioflavin S fluorescence, 15 h; filaments grown with octadecylsulfate alongside compound. Potency, µM (series often up to 57.1 µM), without a hit: top-dose activity change, negative = inhibition. hit rate 2% among 71,000;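 also: potency is read from the fitted curve at half-maximal effect; % is scaled to controls: 0 for no effect and ±100 for the full control effect; actives lower thioflavin S fluorescence by blocking filaments or displacing dye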
#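 Thioflavine S fluorescence (ex 450, em 510 nm) reports filaments formed from 1 uM human tau plus 30 uM ODS over 15 h at 37 C (10 mM HEPES pH 7.4, 100 mM NaCl, 5 mM DTT); compounds displacing dye or blocking filaments lower signal.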
# ERK AVP inh = qHTS Assay for Inhibitors of the ERK Signaling Pathway using a Homogeneous Screening Assay; HEK293-V1b, vasopressin-stimulated pERK AlphaScreen; Potency, µM (series often up to 57.5 µM), without a hit: at the top dose activity, negative = inhibition, usual class: inhibitors; hit rate 0.99% among 72,000; AID 995, 2007; also: potency is read from the fitted curve at half-maximal effect; % is scaled to controls: 0 for no effect and ±100 for the full control effect; nearly all actives have a fitted effect of over 55% in size
#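 Phosphorylated ERK1/2 detected via AlphaScreen bead proximity in lysates of V1b-expressing HEK293 cells given 25 nM vasopressin for 5 min after 30 min compound exposure (37 °C). AC50 from Hill equation; basal DMSO 0%, vasopressin 100%.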
# Fluorescein fluor = qHTS Assay for Spectroscopic Profiling in Fluorescein Spectral Region. Compound autofluorescence, 480/540 nm, fluorescein-equivalent; stronger effect = higher value. max fluorescein-equivalent concentration, M. hit rate 0.91% among 59,000; in the data active = max fluorescein-equivalent concentration above about 10 nM; inconclusive = between about 1.1 nM and that limit
#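 Values reflect compound autofluorescence, normalized to fluorescein on the same plate and reported at each tested concentration. Conditions: 100 mM Tris pH 8.0, room temperature, 15 min, excitation 480 nm, emission 540 nm.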
# The depositor's hits bear a star; i = inactive; ? = inconclusive; · = no result given; [ ] = remark or other dose. Unless noted, calls follow the shape of the dose curve; as a rule, active = well fitted curve in the direction sought with a large enough effect; inconclusive = small, poorly fitted or top-dose-only effect, or another doubt; inactive = no such curve, though single readings can be large; an effect the other way counts as inactive or inconclusive.
# Order of values: USP2a inhib | ERK AVP inh | Caspase-1 inhib | HADH2 inh | Tau fil binding | HEK293 cAMP cs | Rhodamine fluor | FLuc inh | TexasRed autofl | Caspase-7 inhib | Fluorescein fluor
- CCC(C)(C)c1ccc(O)cc1
    · | -11% | -2% | -4% | 9% | 16% | · | · | · | 1% | ·
- O=P(OCC(F)(F)C(F)F)(N1CCCCC1)N1CCCCC1
    5% | 28% | 0% | 5% | -1% | 26% | · | 3% | · | -1% | ·
- Nc1ncc([N+](=O)[O-])s1
    · | 16% | -1% | -3% | 10% | 4% | · | · | · | -1% | ·
- O=S1(=O)CC2(N3CCOCC3)CCCCC21 (stereo unspecified)
    4% | -22% | -1% | -5% | -4% | 2% | · | -2% | · | 2% | ·
- CCOC(=O)C1CCN(/C=C2/C(=O)NC(=O)N(c3ccc(OCC)cc3)C2=O)CC1
    -4% | 38% | 2% | 8% | -4% | 21% | · | 2% | · | 0% | ·
- Clc1ccc([C@@H](OCCN2CCCCC2)c2ccccc2)cc1
    12%[17.1 µM] | 15%[25.7 µM] | -1%[25.7 µM] | 14%[25.6 µM] | -22%[25.6 µM] | 27%[25.6 µM] | i | 5%[25.5 µM] | i | -1%[25.7 µM] | ?
- NS(=O)(=O)C[C-]1C=C[CH]([Sb-]([Cl])([Cl])([Cl])([Cl])[Cl])C=C1.c1ccncc1 (stereo unspecified)
    · | 16%[11.5 µM] | 2%[11.5 µM] | -5%[11.4 µM] | 12%[11.4 µM] | 18%[11.4 µM] | i | 0%[11.4 µM] | i | -3%[11.5 µM] | i
- CCSCC[C@H](N)C(=O)O
    · | 15%[11.5 µM] | 0%[11.5 µM] | -2%[11.4 µM] | 19%[11.4 µM] | 12%[11.4 µM] | i | 0%[11.4 µM] | i | -1%[11.5 µM] | ?
- Nc1ccc(N2CCN(Cc3ccccc3Cl)CC2)c(Cl)c1
    12% | -23% | -1% | -1% | 25µM* | -12% | i | -1% | i | -2% | i
- CCC(Cl)[N+](=O)[O-] (stereo unspecified)
    · | -1% | -2% | 3% | 6% | 28% | · | · | · | 1% | ·
- COc1cc(CN2CC3CC(C2)c2cccc(=O)n2C3)cc(OC)c1OC (stereo unspecified)
    6% | -4% | 1% | 3% | 5% | 6% | · | 4% | · | -2% | ·
- CCC1(C)CC(=O)NC(=O)C1
    16%[17.1 µM] | -26%[25.7 µM] | -4%[25.7 µM] | 10%[25.6 µM] | 4%[25.6 µM] | 3%[25.6 µM] | i | 3%[25.5 µM] | ? | 0%[25.7 µM] | i
- Cc1ccccc1-c1cncnc1NCCc1cnc[nH]1
    -3% | 14% | 0% | 6% | 12% | 9% | i | 2%[2.29 µM] | i | 2% | ?
- CCC1(CC)C(=O)NC(=Nc2cccc(C(F)(F)F)c2)NC1=O
    3% | -4% | 4% | -3% | 10% | 10% | i | 3% | ? | -1% | ?
- Cc1ccc(S(=O)(=O)N[C@@H](CCCCN)C(=O)CCl)cc1
    -22% | 16% | -1% | 10% | 23% | 4% | i | -1% | i | -1% | ?
- N#CCBr
    · | -20% | 0% | -9% | 1% | -3% | · | · | · | 1% | ·
- NCCCP(=O)(O)CC1CCCCC1
    · | 7% | 1% | 8% | -27% | -1% | · | -2% | · | 0% | ·
- Cn1c(=O)cc(OCC(=O)N2CCC3(CC2)OCCO3)c2ccccc21
    -1% | 12% | 1% | -2% | 3% | -6% | i | -1% | i | 2% | i
- Clc1cccc2ccccc12
    · | 8% | -3% | -2% | 2% | 35% | · | · | · | 1% | ·
- C=CC(=O)OCC
    · | 13% | 0% | -1% | -10% | -24% | · | · | · | -1% | ·
- O=C(O)CNC(=O)c1ccc([As](=O)(O)O)cc1
    · | 10%[11.5 µM] | -3%[11.5 µM] | 10%[11.4 µM] | 0%[11.4 µM] | 5%[11.4 µM] | i | 1%[11.4 µM] | i | -1%[11.5 µM] | ?
- c1ccc(OP(Oc2ccccc2)Oc2ccccc2)cc1
    · | -2% | 2% | -14% | 6% | 9% | · | · | · | 1% | ·
- CN(C)c1ccc(Cc2ccc(N(C)C)cc2)cc1
    · | ? | -6% | -9% | -6% | -33%[inhibitor] | · | · | · | -3% | ·
- CC[N+](CC)(CC)CCOc1cccc(OCC[N+](CC)(CC)CC)c1OCC[N+](CC)(CC)CC
    -8%[17.1 µM] | -1%[25.7 µM] | 2%[25.7 µM] | -8%[25.6 µM] | 19%[25.6 µM] | -3%[25.6 µM] | i | 3%[25.5 µM] | i | 2%[25.7 µM] | ?
- O=c1[nH]c(SCc2n[nH]c(=S)n2-c2ccccc2)nc2ccccc12
    1% | ? | 0% | -13% | -2% | 10% | i | -2% | i | -1% | i
- CCBr
    · | 17% | -4% | 4% | 10% | 18% | · | · | · | 0% | ·
- CCOC(=O)C1C2c3ccccc3O[C@@]1(C)N=C1SCC(=O)N12 (stereo partly specified)
    8% | 30%[activator] | 2% | -1% | 6% | 4% | i | 0% | i | -1% | i
- Clc1ccc(N2C[C@H]3CC[C@@H](C2)N3)nn1
    -4% | 9% | -2% | -9% | 7% | 2% | i | 4% | i | 2% | i
- Cc1oc(/N=C/c2ccc3c(c2)OCO3)c(C#N)c1C
    0% | -20% | -4% | -24% | 45% | 0% | · | ? | · | -4% | ·
- O=C(/C=C\c1ccc(Cl)cc1)N[C@@]12CCC(=O)[C@@H]3Oc4c(O)ccc5c4[C@@]31CCN(CC1CC1)[C@@H]2C5
    · | -15% | 1% | 16% | ? | 13% | · | -4% | · | 3% | ·

# By substructure, the entries above with sulfur.
# Order of values: USP2a inhib | ERK AVP inh | Caspase-1 inhib | HADH2 inh | Tau fil binding | HEK293 cAMP cs | Rhodamine fluor | FLuc inh | TexasRed autofl | Caspase-7 inhib | Fluorescein fluor
- Nc1ncc([N+](=O)[O-])s1
    · | 16% | -1% | -3% | 10% | 4% | · | · | · | -1% | ·
- O=S1(=O)CC2(N3CCOCC3)CCCCC21 (stereo unspecified)
    4% | -22% | -1% | -5% | -4% | 2% | · | -2% | · | 2% | ·
- NS(=O)(=O)C[C-]1C=C[CH]([Sb-]([Cl])([Cl])([Cl])([Cl])[Cl])C=C1.c1ccncc1 (stereo unspecified)
    · | 16%[11.5 µM] | 2%[11.5 µM] | -5%[11.4 µM] | 12%[11.4 µM] | 18%[11.4 µM] | i | 0%[11.4 µM] | i | -3%[11.5 µM] | i
- CCSCC[C@H](N)C(=O)O
    · | 15%[11.5 µM] | 0%[11.5 µM] | -2%[11.4 µM] | 19%[11.4 µM] | 12%[11.4 µM] | i | 0%[11.4 µM] | i | -1%[11.5 µM] | ?
- Cc1ccc(S(=O)(=O)N[C@@H](CCCCN)C(=O)CCl)cc1
    -22% | 16% | -1% | 10% | 23% | 4% | i | -1% | i | -1% | ?
- O=c1[nH]c(SCc2n[nH]c(=S)n2-c2ccccc2)nc2ccccc12
    1% | ? | 0% | -13% | -2% | 10% | i | -2% | i | -1% | i
- CCOC(=O)C1C2c3ccccc3O[C@@]1(C)N=C1SCC(=O)N12 (stereo partly specified)
    8% | 30%[activator] | 2% | -1% | 6% | 4% | i | 0% | i | -1% | i

# Additional compounds
# Order of values: USP2a inhib | ERK AVP inh | Caspase-1 inhib | HADH2 inh | Tau fil binding | HEK293 cAMP cs | Rhodamine fluor | FLuc inh | TexasRed autofl | Caspase-7 inhib | Fluorescein fluor
- N#Cc1c(/N=C/c2c(O)n(Cc3ccco3)c(=O)[nH]c2=O)sc2c1CCCC2
    6% | ? | -7% | 25µM* | 20% | -29% | i | -2% | i | -8% | ?
- N#Cc1ccccc1Cn1cc(C(=O)c2cccs2)c2ccccc21
    -2% | 10% | -2% | 4% | 15% | 13% | i | 3% | i | -3% | i
- CC(C)(O)[C@@H]1[C@H]2OC(=O)[C@@H]1[C@]1(O)C[C@H]3O[C@]34C(=O)O[C@H]2[C@@]14C (tested in a mixture with another compound)
    · | 2% | -1% | 11% | ? | 8% | · | 1% | · | -2% | ·
- O=c1c2ccccc2nc(-c2ccco2)n1-c1nccs1
    1% | -18% | -2% | -17% | -14% | 4% | i | -11% | i | 0% | i
- O=Cc1ccco1
    · | 7% | 0% | -1% | -10% | 16% | · | · | · | -2% | ·
- CCN(CC)CCO
    · | 45% | -6% | 7% | 11% | -48%[inhibitor] | · | · | · | -2% | ·

# A portion of the library; count on the stated rates, not on these rows.
